bIAP inh: intestinal alkaline phosphatase (bovine) inhibition; purified bovine IAP, CDP-star luminescence, 30 min; inhibition, % at 20 µM; 190,000 tested, under 10 active; AID 1019;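 active = over 50% inhibition of intestinal alkaline phosphatase at 20 µM in the single-dose screen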
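test system = bovine IAP enzyme | medium = DEA buffer 100 mM, pH 9.8, with MgCl2 1.0 mM, ZnCl2 0.02 mM | detection = luminescence | dosing = single compound dose of 20 µM, 2% DMSO final | incubation = 30 min reaction at room temperature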
TNAP act hiacc: increases human TNAP activity under high phosphate acceptor concentration; 200,000 tested, under 10 active; purified TNAP, CDP-star luminescence, 1 M DEA, 30 min; hits give high values; 0 = EDTA background, 1 = DMSO-only activity; activation factor at 20 µM; P05186;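 active = activation factor at least 2 at 20 µM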
Target sequence (P05186 whole entry, looked up): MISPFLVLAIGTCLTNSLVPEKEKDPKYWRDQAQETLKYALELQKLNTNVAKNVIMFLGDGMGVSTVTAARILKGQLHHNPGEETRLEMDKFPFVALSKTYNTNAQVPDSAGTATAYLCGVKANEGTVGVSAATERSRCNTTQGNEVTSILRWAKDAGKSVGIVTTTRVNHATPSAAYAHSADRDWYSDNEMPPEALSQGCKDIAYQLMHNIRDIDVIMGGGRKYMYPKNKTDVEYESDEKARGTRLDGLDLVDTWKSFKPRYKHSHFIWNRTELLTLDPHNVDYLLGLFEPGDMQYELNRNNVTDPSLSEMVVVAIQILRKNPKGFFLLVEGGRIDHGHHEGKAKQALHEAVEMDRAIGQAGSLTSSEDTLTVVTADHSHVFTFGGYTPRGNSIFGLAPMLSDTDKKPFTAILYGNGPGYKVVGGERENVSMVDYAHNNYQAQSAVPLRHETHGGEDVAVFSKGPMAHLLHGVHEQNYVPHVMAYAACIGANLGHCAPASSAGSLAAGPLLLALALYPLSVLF
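system = human TNAP | amount = enzyme diluted 1/800 final | reagent = 100 µM CDP-star substrate | signal = luminescent substrate turnover signal | dosing = one dose, 20 µM | benchmarks = EDTA negative control, DMSO positive control | measure = activation factor | timing = 30 min reaction, room temperature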
TNAP inh no acc: inhibitors of human TNAP without phosphate acceptor. purified TNAP, CDP-star luminescence, 30 min. inhibition, % at 20 µM. P05186. AID 1012. 0.26% of 200,000 active;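 active = tissue-nonspecific alkaline phosphatase inhibition above about 50% at 20 µM in the single-dose screen, limit read from the data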;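 also: 0% = DMSO negative control and 100% = EDTA positive control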
PMI act: increases human mannose-6-phosphate isomerase activity; 0.005% of 190,000 active; P34949; purified human PMI, coupled resazurin fluorescence, 20 min; hits give high values; 1 = vehicle control, 0 substrate-free wells; activation factor at 20 µM; AID 1214;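 active = activation factor of 2 or more at 20 µM, relative to plate controls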
Target sequence (P34949 whole entry, looked up): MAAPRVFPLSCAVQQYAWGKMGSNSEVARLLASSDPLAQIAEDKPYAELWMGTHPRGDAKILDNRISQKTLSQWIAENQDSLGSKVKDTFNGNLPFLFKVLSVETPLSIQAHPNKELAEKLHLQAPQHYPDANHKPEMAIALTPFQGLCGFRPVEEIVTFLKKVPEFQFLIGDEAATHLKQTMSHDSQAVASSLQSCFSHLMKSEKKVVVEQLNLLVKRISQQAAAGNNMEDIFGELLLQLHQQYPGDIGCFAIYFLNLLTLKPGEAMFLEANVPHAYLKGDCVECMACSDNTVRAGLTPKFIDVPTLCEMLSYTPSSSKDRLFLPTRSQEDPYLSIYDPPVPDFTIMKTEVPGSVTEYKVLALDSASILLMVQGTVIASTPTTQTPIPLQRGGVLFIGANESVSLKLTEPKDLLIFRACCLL
bIAP activator: intestinal alkaline phosphatase (bovine) activation; 0.17% of 200,000 active; purified bovine IAP, CDP-star luminescence, 30 min; hits give high values; fold of DMSO-control signal, blank-subtracted; activation factor at 20 µM;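 active = activation factor of 2 or more at 20 µM, a signal rise over negative controls twice the positive control's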
Diaph act CS: activates diaphorase or chemically reduces, flagging diaphorase assay artifacts; Diaphorase/resazurin coupled assay, resorufin fluorescence, 16 min; hits give high values; 1 = vehicle wells, 0 = NADH-free wells; activation factor at 20 µM; 0.005% of 190,000 active;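 active = diaphorase activity raised at least twofold by the compound at 20 µM; inactive = activation factor below 2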
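Measured by – red resorufin fluorescence at 544/590 nm excitation/emission · Test system – Clostridium kluyveri diaphorase, purified enzyme · Incubation – reaction time 16 min, room temperature · Buffer or medium – 50 mM HEPES pH 7.4 with 4.542 mM MgCl2, 0.005% Tween 20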
L major viab: Leishmania major promastigote growth inhibition; AID 1063; Leishmania major promastigotes, resazurin fluorescence viability; 9% of 200,000 active; inhibition, % at 10 µM; in the data active = inhibition above about 50%;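 also: promastigotes grown with compound for 44 hours at 28 °C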
TNAP inh hi DEA: TNAP (human) inhibition, high acceptor; P05186; purified TNAP, CDP-star luminescence, 1 M DEA; inhibition, % at 20 µM; 0.03% of 200,000 active; AID 1135;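 active = over 50% inhibition of tissue-nonspecific alkaline phosphatase at 20 µM in the single-dose screen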;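 also: plate controls were DMSO wells for no effect and EDTA-quenched wells as full inhibition for full effect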
PMI act satM6P: activators of human phosphomannose isomerase at near-saturating mannose 6-phosphate | P34949 | coupled PMI enzyme assay, resazurin fluorescence, 20 min; hits give high values; 1 = untreated enzyme, 0 = substrate-free blank | activation factor at 20 µM | 0.34% of 190,000 active;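 active = activation factor of 2 or more at 20 µM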
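test system = human PMI in coupled enzyme assay | medium = HEPES-buffered pH 7.4 with magnesium and detergent | also added = 1.0 mM mannose-6-phosphate substrate with 0.22 mM NADP+ | compound = 20 µM single dose | times = 20 min incubation at room temperature | measured by = resorufin fluorescence (Ex 544/Em 590 nm) from resazurin via diaphorase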
Diaphorase inh: diaphorase inhibition or chemical oxidation counter-screen. diaphorase resazurin-to-resorufin fluorescence, NADH, 16 min; bacterial (C. kluyveri) enzyme, not human. inhibition, % at 20 µM. 0.69% of 190,000 active;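 active = primary screen inhibition at 20 µM above a set limit, cut at about 50% in these data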;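 also: plate controls were DMSO with full reaction for no effect and wells lacking NADH for full effect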
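controls = No-NADH positive control and DMSO neutral control | system = Clostridium kluyveri diaphorase enzyme | timing = reaction incubation of 16 min at room temperature | signal = resorufin fluorescence 544/590 nm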
The depositor's hits bear a star; nt = no result given.

SMILES | bIAP inh | TNAP act hiacc | TNAP inh no acc | PMI act | bIAP activator | Diaph act CS | L major viab | TNAP inh hi DEA | PMI act satM6P | Diaphorase inh
CN(C)S(=O)(=O)c1cccc(NC(=S)NCCCn2ccnc2)c1 | -9 | 1 | 3 | 0.9 | 1.1 | 1 | -5 | -3 | 0.9 | 0
CCn1c(COc2ccccc2C)nnc1SCC(=O)NC1CCCC1 | 0 | 1.1 | -7 | 1.1 | 1 | 0.8 | -5 | -9 | 0.9 | 22
Cc1cc(C)cc(NC(=O)CN(c2ccc(F)cc2)S(C)(=O)=O)c1 | -3 | 1 | -5 | 1 | 1 | 1.1 | 1 | -1 | 1 | -6
O=C(CSc1nnc(-c2cccnc2)n1-c1ccc(SC(F)F)cc1)N1CCCc2ccccc21 | -12 | 1.1 | -9 | 1 | 1.1 | 0.9 | 88* | -5 | 1 | 12
COc1ccc(C2CC(=O)C(C=NCCO)=C(O)C2)cc1OC (centres undefined) | 1 | 1.1 | -10 | 0.9 | 1 | 0.9 | -3 | -6 | 0.9 | 15
COc1ccccc1N(Cc1ccccc1)S(=O)(=O)c1cccc(C(=O)Nc2ccc(C(C)=O)cc2)c1 | -2 | 1 | -11 | 1 | 1 | 0.9 | 75* | 0 | 1 | 10
COc1cc2nc(CN3CCN(c4ncc(C(F)(F)F)cc4Cl)CC3)[nH]c(=O)c2cc1OC | -19 | 1.1 | -6 | 0.9 | 1.2 | 0.9 | nt | -6 | 0.9 | 11
CN(C)CCCn1c(-c2ccccc2)nc(=S)c2c1CCCC2 | 3 | 1 | 2 | 1 | 1 | 0.9 | 4 | 1 | 0.9 | 14
CN(c1nc2c(c(=O)n(C)c(=O)n2C)n1CC(=O)c1ccccc1)C1CCCCC1 | 0 | 1 | -12 | 0.8 | 1 | 0.7 | 6 | -4 | 0.8 | 28
CC1CCc2c(sc3nn[nH]c(=O)c23)C1 (centres undefined) | 9 | 1 | -3 | 1 | 0.9 | 1 | -4 | 1 | 1 | 2
CC(=O)c1c(C)nn(C(C)CC(=O)O)c1C (centres undefined) | -1 | 1 | 0 | 1 | 1 | 0.9 | -1 | 2 | 1.1 | 6
COc1cccc(NC(=O)CN(c2ccc([N+](=O)[O-])cc2)S(=O)(=O)c2ccccc2)c1 | -63 | 1 | -1 | 0.8 | 1.6 | 0.8 | 98* | 0 | 0.9 | 17

Look-ups from the list.
Under TNAP inh hi DEA, `CN(c1nc2c(c(=O)n(C)c(=O)n2C)n1CC(=O)c1ccccc1)C1CCCCC1` has -4
Under TNAP inh no acc, `CN(C)S(=O)(=O)c1cccc(NC(=S)NCCCn2ccnc2)c1` has 3
Under bIAP inh, `CC(=O)c1c(C)nn(C(C)CC(=O)O)c1C` (centres undefined) has -1

(listing goes on)
SMILES | bIAP inh | TNAP act hiacc | TNAP inh no acc | PMI act | bIAP activator | Diaph act CS | L major viab | TNAP inh hi DEA | PMI act satM6P | Diaphorase inh
CC(C)Nc1nc(NC(C)C)nc(N(C)N)n1 | -5 | 1 | -1 | 0.9 | 1 | 1 | 24 | -4 | 0.9 | 2
O=C(C[n+]1cccc(CNC(=O)c2ccc(OC(F)F)cc2)c1)Nc1ccc(SC(F)F)cc1 | 0 | 1 | -5 | 0.9 | 1 | 1.1 | -2 | 1 | 1 | -12
Nc1ccc(Br)c2c1C(=O)c1ccccc1C2=O | 12 | 0.8 | 13 | 1 | 0.9 | 1 | 2 | 17 | 1 | 1
Cc1nc2ccccc2c2c1C(=O)N(C1CCCCCCC1)C2=O | 11 | 1 | -5 | 1 | 0.9 | 0.9 | -4 | -1 | 1 | 7
O=C(O)c1ccc(-c2ccco2)n1Cc1ccccc1 | -2 | 1 | -8 | 0.9 | 1 | 0.9 | -1 | 1 | 1.1 | 11
NS(=O)(=O)c1ccc(NC(=O)CN2C(=O)C3C4C=CC(C4)C3C2=O)cc1 (centres undefined) | 4 | 1 | -5 | 0.9 | 1 | 1 | -4 | 2 | 0.9 | 4
O=C(CSc1nnc2ccccn12)NC(=O)NC1CCCC1 | 12 | 1 | -17 | 0.9 | 0.9 | 0.8 | -2 | -4 | 0.9 | 17
OCCCCNCc1cc(Br)ccc1OCc1ccccc1F | -1 | 1.1 | -9 | 1 | 1 | 0.9 | 11 | -7 | 1 | 8
O=C(CSc1ccc(-c2ccccc2)nn1)NCc1ccco1 | 3 | 1.1 | -6 | 1.2 | 1 | 1.1 | 3 | -6 | 1 | -11
CCn1c(SCC(=O)c2ccc3c(c2)Cc2ccccc2-3)nnc1-c1ccc(N)cc1 | 5 | 1 | 6 | 1.1 | 0.9 | 1.1 | -3 | -5 | 1.1 | -5
CSc1ncc(-c2ccccc2)cn1 | -6 | 1 | -9 | 1 | 1.1 | 0.9 | -3 | 0 | 1 | 7
Cc1nc2sc3c(c2c2nc(-c4ccco4)nn12)CCCC3 | 10 | 1 | -12 | 0.9 | 0.9 | 0.9 | 2 | -4 | 0.9 | 11
COc1ccccc1CC(NC(C)=O)C(=O)NC1CCN(c2nnnn2-c2ccccc2)CC1 (centres undefined) | -16 | 1 | -10 | 0.8 | 1.2 | 0.8 | -1 | -2 | 0.9 | 20
Cc1ccc(Nc2nc(N)nc(CN3CCN(Cc4ccc5c(c4)OCO5)CC3)n2)c(C)c1 | -14 | 1.1 | -7 | 0.9 | 1.1 | 1 | 8 | -7 | 1 | 2
CCOC(=O)c1ccc(NC(=O)N(CC)CC)cc1 | 7 | 1 | -10 | 1 | 0.9 | 1 | -2 | -3 | 1 | 3
COc1ccc(Cl)cc1C(=O)NNC(=O)CN1C(=O)C2CC=CCC2C1=O (centres undefined) | -37 | 1.1 | -19 | 1 | 1.4 | 0.9 | -8 | -5 | 0.9 | 12
COc1ccc(NC(=O)CNc2cc(S(=O)(=O)N3CCOCC3)ccc2NCC2CCCO2)cc1 (centres undefined) | -4 | 1 | -13 | 0.8 | 1 | 0.7 | 3 | 0 | 0.5 | 35
Cc1ccc(CNC(=O)C(Cc2ccccc2)NS(=O)(=O)c2ccc3c(c2)CCC(=O)N3)cc1 (centres undefined) | 2 | 1.1 | -23 | 1 | 1 | 0.9 | -2 | -8 | 1 | 10
O=C(NC1CCCC1)C(c1ccccc1)N(C(=O)c1ccno1)c1ccccc1 (centres undefined) | 8 | 1 | -6 | 1 | 0.9 | 0.9 | -3 | -1 | 1 | 10
O=C1Oc2ccccc2C(=O)/C1=C\N1CCN(c2ccccc2)CC1 | 5 | 1 | -17 | 1.1 | 1 | 1 | 1 | -2 | 1 | 4
O=C(Nc1ccc([N+](=O)[O-])cc1)Nc1ccc2[nH]c(=O)[nH]c2c1 | 4 | 0.9 | 18 | 1 | 1 | 1 | -1 | 6 | 0.8 | 1
CC1=C/C(=C\c2ccc3c(c2)OCO3)C(=O)S1 | 15 | 0.9 | -6 | 0.8 | 0.8 | 0.8 | -3 | 6 | 0.8 | 20
COc1ccccc1C(=O)NCc1ccccc1 | 6 | 1 | -3 | 0.9 | 0.9 | 0.9 | -5 | 3 | 0.9 | 12
CCOc1ncccc1C(=O)OCC(=O)c1ccccc1 | -4 | 1.1 | -12 | 1 | 1 | 1 | -6 | -7 | 1.1 | 0

3 compounds already listed, arranged by the number in TNAP inh no acc, falling.
smiles,bIAP inh,TNAP act hiacc,TNAP inh no acc,PMI act,bIAP activator,Diaph act CS,TNAP inh hi DEA,PMI act satM6P
O=C(O)c1ccc(-c2ccco2)n1Cc1ccccc1,-2,1,-8,0.9,1,0.9,1,1.1
CSc1ncc(-c2ccccc2)cn1,-6,1,-9,1,1.1,0.9,0,1
CCOC(=O)c1ccc(NC(=O)N(CC)CC)cc1,7,1,-10,1,0.9,1,-3,1

(next part)
SMILES | bIAP inh | TNAP act hiacc | TNAP inh no acc | PMI act | bIAP activator | Diaph act CS | L major viab | TNAP inh hi DEA | PMI act satM6P | Diaphorase inh
O=C(NCc1ccccc1)c1cc2nc(C3CC3)cc(C(F)(F)F)n2n1 | 7 | 1 | -8 | 1 | 0.9 | 0.9 | 7 | -3 | 1 | 12
Cc1ccc(/C=N/NC(=O)C(C)NC(=O)c2ccccc2)cc1 (centres undefined) | 15 | 1 | -13 | 1.1 | 0.9 | 0.9 | 1 | -4 | 1.1 | 10
CCCN(CCC)C(=O)Cn1c(=O)n(CCCCCC(=O)Nc2ccccc2)c(=O)c2sccc21 | 6 | 0.9 | -2 | 0.9 | 0.9 | 1 | -6 | 8 | 0.9 | 4
COc1ccccc1NCCC(=O)OCC(=O)NCc1ccco1 | 7 | 1.1 | -3 | 0.9 | 0.9 | 0.9 | -8 | -6 | 0.7 | 13
COc1ccccc1N=CC1=C(O)CC(c2ccccc2)CC1=O (centres undefined) | 8 | 1 | 4 | 0.9 | 0.9 | 0.8 | -8 | -1 | 1 | 20
COc1ccccc1C1=Nc2cccc3cccc(c23)N1 | 5 | 0.9 | -5 | 0.6 | 0.9 | 0.4 | 70* | 5 | 0.5 | 64*
Cc1cc(NC(=O)Cn2ccc([N+](=O)[O-])n2)no1 | 0 | 1 | -14 | 1 | 1 | 1 | 24 | -3 | 1 | -3
CCC(=O)Nc1cccc(-c2nnc(-c3cccc(NC(=O)CC)c3)o2)c1 | 5 | 1.1 | -15 | 1 | 1 | 1 | 32 | -7 | 1.1 | 4
Cc1c(-c2ccccc2)oc2c(C(=O)N3CCN(c4ccccc4F)CC3)cccc2c1=O | 13 | 1 | -11 | 0.8 | 0.9 | 0.8 | 0 | -2 | 0.9 | 23
CCOc1ccc(N2C(=O)CC(NCc3ccc(F)cc3)C2=O)cc1 (centres undefined) | 7 | 1 | -10 | 0.8 | 0.9 | 0.8 | -7 | -2 | 0.9 | 20

Exported as labelled records: part of the list above
> COc1cccc(NC(=O)CN(c2ccc([N+](=O)[O-])cc2)S(=O)(=O)c2ccccc2)c1
  bIAP inh = -63	TNAP act hiacc = 1	TNAP inh no acc = -1	PMI act = 0.8	bIAP activator = 1.6	Diaph act CS = 0.8	L major viab = 98*	TNAP inh hi DEA = 0	PMI act satM6P = 0.9	Diaphorase inh = 17
> COc1ccccc1C1=Nc2cccc3cccc(c23)N1
  bIAP inh = 5	TNAP act hiacc = 0.9	TNAP inh no acc = -5	PMI act = 0.6	bIAP activator = 0.9	Diaph act CS = 0.4	L major viab = 70*	TNAP inh hi DEA = 5	PMI act satM6P = 0.5	Diaphorase inh = 64*
> COc1ccccc1CC(NC(C)=O)C(=O)NC1CCN(c2nnnn2-c2ccccc2)CC1 (centres undefined)
  bIAP inh = -16	TNAP act hiacc = 1	TNAP inh no acc = -10	PMI act = 0.8	bIAP activator = 1.2	Diaph act CS = 0.8	L major viab = -1	TNAP inh hi DEA = -2	PMI act satM6P = 0.9	Diaphorase inh = 20

High-throughput results from PubChem BioAssay.
